Apaf-1 inh = inhibitors of human Apaf-1 apoptosome, primary screen, biochemical, DEVD-Rh110 fluorescence, uHTS; reconstituted apoptosome caspase-3 activity; inhibition, % at 20 µM; 330,000 tested, 0.71% active; AID 489030, 2010; active means inhibition of at least 40% at 20 µM;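 further: plate controls were DMSO wells for no effect and DEVD-CHO caspase inhibitor wells for full effect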
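Assay system: Apoptosome proteins | Medium: pH 7.5 Hepes buffer with CHAPS, BSA, DTT | Also added: Cytochrome c and DEVD-Rh110 substrate | Times: 30 min plus 50 min, RT | Detection: Rhodamine 110 fluorescence at Ex 480/Em 540 nm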
SENP7 inh = SENP7 protease inhibitors, primary screen, biochemical, luminescence, uHTS; recombinant SENP7, Z-RLRGG-aminoluciferin luminescence, 40 min; inhibition, % at 5 µM; AID 434973, 2010; 330,000 tested, 1.5% active; Sentrin-specific protease 7 (Homo sapiens), Q9BQF6;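 active means inhibition above about 50% at the single test dose, limit read from the data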;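 further: plate controls were DMSO with enzyme for no effect and no enzyme buffer wells for full effect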
Target sequence (Q9BQF6 706-1050 limits assumed): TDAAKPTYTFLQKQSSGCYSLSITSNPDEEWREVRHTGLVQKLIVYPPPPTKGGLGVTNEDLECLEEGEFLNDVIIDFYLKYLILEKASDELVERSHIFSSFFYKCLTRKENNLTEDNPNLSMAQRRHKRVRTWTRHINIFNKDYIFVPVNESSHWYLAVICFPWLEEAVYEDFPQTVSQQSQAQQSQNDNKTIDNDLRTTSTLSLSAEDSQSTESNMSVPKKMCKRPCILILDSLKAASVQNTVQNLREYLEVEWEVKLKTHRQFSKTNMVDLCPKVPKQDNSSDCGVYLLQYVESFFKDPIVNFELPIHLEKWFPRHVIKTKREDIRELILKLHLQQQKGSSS
Jurkat NFkB inh = inhibitors of induced NF-kB luciferase reporter, primary screen, TCR NF-kB activation inhibitor project, cell-based, luminescence, uHTS; Jurkat, PMA/ionomycin-induced NF-kB luciferase reporter; inhibition, % at 4 µM; 330,000 tested, 0.53% active; AID 435003, 2010
UBC13 inh = UBC13 polyubiquitin chain formation inhibitors, primary screen, biochemical, TR-FRET, uHTS | Ubiquitin-conjugating enzyme E2 N (Homo sapiens), P61088 | inhibition, % at 20 µM | AID 485273, 2010 | 330,000 tested, 0.47% active; in the data active means inhibition above about 45%, passing the limit was not always enough
Target sequence (P61088 whole entry, looked up): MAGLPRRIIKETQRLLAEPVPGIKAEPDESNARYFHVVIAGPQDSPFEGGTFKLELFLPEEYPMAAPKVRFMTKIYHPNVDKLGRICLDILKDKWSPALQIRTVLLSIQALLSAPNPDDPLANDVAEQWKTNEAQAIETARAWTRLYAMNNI
Gli-Sufu block = Gli-Sufu pathway antagonists, primary screen, luciferase luminescence, Sufu-KO-LIGHT cells, uHTS; Sufu-KO-LIGHT fibroblasts, Gli luciferase reporter luminescence; inhibition, % at 5 µM; 340,000 tested, 0.74% active; AID 588413, 2011;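 active means inhibition above about 55%, limit read from the data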;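 further: 0% = DMSO-treated cells and 100% = wells with medium but no cells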
697 NFkB inh = inhibitors of PMA/ionomycin-induced NF-kB reporter, 697 cells, primary screen, B-cell NF-kB inhibitor project, cell-based, luminescence, uHTS. 330,000 tested, 0.33% active. inhibition, % at 4 µM. AID 435022, 2010. 697 B-cell NF-kB luciferase reporter, 16 h; in the data active means inhibition above about 35%
SENP8 inh = SENP8 protease inhibitors, primary screen, biochemical, luminescence; Sentrin-specific protease 8 (Homo sapiens), Q96LD8; purified SENP8, Z-RLRGG-aminoluciferin cleavage; inhibition, % at 10 µM; 330,000 tested, 1.2% active; AID 2540, 2010
Target sequence (Q96LD8 whole entry, looked up): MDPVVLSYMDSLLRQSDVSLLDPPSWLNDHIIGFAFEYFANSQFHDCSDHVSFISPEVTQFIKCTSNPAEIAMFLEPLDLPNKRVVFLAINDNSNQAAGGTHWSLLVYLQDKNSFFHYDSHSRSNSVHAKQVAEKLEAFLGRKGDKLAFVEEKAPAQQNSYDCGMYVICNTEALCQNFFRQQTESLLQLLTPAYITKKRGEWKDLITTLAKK
HKDC1 inhibitor = HKDC1 hexokinase inhibitors, primary screen, biochemical, fluorescence, uHTS; 340,000 tested, 0.16% active; inhibition, % at 20 µM; Q2TB90; recombinant HKDC1, G6PDH/diaphorase resazurin coupled fluorescence;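 active means inhibition above about 35% when tested at 20 µM, limit read from the data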;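 further: plate controls were DMSO wells with enzyme for no effect and DMSO wells lacking enzyme for full effect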
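Material: recombinant HKDC1 hexokinase; Amount: HKDC1 at 5 µg/mL; Medium: Tris pH 8.0 buffer with MgCl2, Tween-20, BSA, BME; Schedule: 90 min reaction incubation at room temperature, dark; Technique: coupled resazurin fluorescence, excitation 525 nm, emission 613 nm.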
The depositor's hits bear a star; · = not tested or not shown. Unless noted, no stated cut-off is given here; in the data, active means inhibition above about 50%; inactive means the rest.

SMILES | Apaf-1 inh | SENP7 inh | Jurkat NFkB inh | UBC13 inh | Gli-Sufu block | 697 NFkB inh | SENP8 inh | HKDC1 inhibitor
COc1ccc(/C(O)=C2/C(=O)C(=O)N(CCCC(=O)O)C2c2ccc(OC)cc2)cc1 (configuration not stated) | 5 | 2 | 9 | -14 | -3 | 21 | 6 | -5
COc1ccccc1NC(=O)Nc1cc(F)ccc1F | 5 | 36 | -6 | -4 | -7 | -10 | 27 | -11
CCN(CC)C(=O)[C@H]1C[C@H](CC(=O)NCc2ccco2)C(=O)N2CCc3c([nH]c4cc(CCC(=O)N(C)C)ccc34)[C@]12C | 1 | 4 | · | · | -7 | 16 | · | -6
CCOC(=O)C1(Cc2cccc(F)c2)CCN(C(=O)C2CCCO2)CC1 (configuration not stated) | 4 | 0 | 16 | 0 | 7 | 13 | 0 | -5
c1ccc(C2(CNc3ccccn3)CCCC2)cc1 | 7 | 8 | 1 | 4 | 6 | -7 | 4 | 5
O=C(Cc1cccc(NC(=O)C2CCCN(C(=O)CCc3ccccc3)C2)c1)Nc1cccc(C(=O)N2CCCC2)c1 (configuration not stated) | 16 | 3 | 8 | -7 | 1 | -14 | 1 | -4
O=C(c1cccc(F)c1)N1CCN(c2ccc([N+](=O)[O-])c(N3CCCCC3)c2)CC1 | 13 | 11 | 13 | -22 | -4 | 7 | 1 | 2
CCCn1c(N2CCN(Cc3cccc(C)c3)CC2)nc2c1c(=O)[nH]c(=O)n2C | 5 | 7 | 3 | 3 | 9 | -13 | 38 | 0
CCOc1ccc2ccccc2c1/C=N/NC(=O)c1c(C)cc(C)[nH]c1=O | -11 | 10 | -16 | -17 | -4 | -11 | -9 | -2
CCOc1ccc(C(c2c(NC(=O)c3ccccc3)sc(C)c2C)N2CCN(CCO)CC2)cc1 (configuration not stated) | 30 | 5 | -2 | 23 | 4 | 23 | -7 | 4
CCC(C)c1ccc(OCC(=O)Nc2ccc3c(c2)C(=O)NC3=O)cc1 (configuration not stated) | 12 | 9 | 5 | -2 | 8 | -7 | 3 | -3
COc1nc(C)cc(C)c1S(=O)(=O)c1ccccc1 | 3 | -6 | 7 | 0 | 3 | 2 | -11 | -2
Cc1ccccc1NC(=O)NC1(C(=O)N2CCC(C(N)=O)CC2)CCCCC1 | 1 | -3 | 1 | 5 | -3 | 15 | -3 | -4
Cc1cccc(NC(=S)N2CCN(C(=O)C3CCCO3)CC2)c1 (configuration not stated) | -1 | 6 | -3 | 3 | 7 | 11 | -3 | 1
Cc1cccc(NC(=O)CN2C(=O)CSC2=O)c1 | -20 | -2 | 6 | 3 | -2 | 1 | 6 | -2

Arranged by count of non-hydrogen atoms (smallest number first): 6 of the compounds above.
SMILES | Apaf-1 inh | SENP7 inh | Jurkat NFkB inh | UBC13 inh | Gli-Sufu block | 697 NFkB inh | SENP8 inh | HKDC1 inhibitor
Cc1cccc(NC(=O)CN2C(=O)CSC2=O)c1 | -20 | -2 | 6 | 3 | -2 | 1 | 6 | -2
CCC(C)c1ccc(OCC(=O)Nc2ccc3c(c2)C(=O)NC3=O)cc1 (configuration not stated) | 12 | 9 | 5 | -2 | 8 | -7 | 3 | -3
Cc1ccccc1NC(=O)NC1(C(=O)N2CCC(C(N)=O)CC2)CCCCC1 | 1 | -3 | 1 | 5 | -3 | 15 | -3 | -4
O=C(c1cccc(F)c1)N1CCN(c2ccc([N+](=O)[O-])c(N3CCCCC3)c2)CC1 | 13 | 11 | 13 | -22 | -4 | 7 | 1 | 2
O=C(Cc1cccc(NC(=O)C2CCCN(C(=O)CCc3ccccc3)C2)c1)Nc1cccc(C(=O)N2CCCC2)c1 (configuration not stated) | 16 | 3 | 8 | -7 | 1 | -14 | 1 | -4
CCN(CC)C(=O)[C@H]1C[C@H](CC(=O)NCc2ccco2)C(=O)N2CCc3c([nH]c4cc(CCC(=O)N(C)C)ccc34)[C@]12C | 1 | 4 | · | · | -7 | 16 | · | -6

Remaining list, next part.
SMILES | Apaf-1 inh | SENP7 inh | Jurkat NFkB inh | UBC13 inh | Gli-Sufu block | 697 NFkB inh | SENP8 inh | HKDC1 inhibitor
COc1ccc(CN2C(=O)c3ccccc3C2=O)cc1C(=O)O | 0 | 1 | -7 | 1 | 3 | -12 | -6 | -4
Nc1nonc1-n1nnc(C(=O)N/N=C/c2ccc(Br)cc2)c1CSC1=NCCS1 | 2 | 2 | -8 | -7 | 6 | -12 | -9 | -7
O=C(C1CCCCN1S(=O)(=O)c1ccccc1[N+](=O)[O-])N1CCCCC1 (configuration not stated) | -7 | 0 | 7 | 8 | 1 | 9 | -2 | -8
O=C(COc1cc(F)ccc1[N+](=O)[O-])Nc1cc(S(=O)(=O)N2CCCC2)ccc1Cl | 14 | -4 | 6 | -8 | 1 | 9 | -7 | 6
CCC1=NN(C(=O)c2ccc(C)cc2)C(O)(c2ccc(Br)cc2)C1 (configuration not stated) | 11 | 9 | -8 | -6 | 0 | -11 | -11 | -6
C#CC(CC)(CC)NC(=S)Nc1ccc(S(N)(=O)=O)cc1 | 4 | -3 | -24 | 0 | -15 | -31 | -5 | -9
O=S(=O)(Nc1ccccc1N1CCOCC1)c1ccc(F)c(Cl)c1 | 15 | 0 | 7 | -2 | 6 | 2 | -17 | -1
COc1ccccc1CCNC(=O)C1CCC(=O)N(Cc2cccc(F)c2)C1 (configuration not stated) | 14 | -4 | -30 | -10 | 12 | -34 | 5 | 2
COCCOCC(O)CN1CCN(c2ccccc2)CC1 (configuration not stated) | 4 | 14 | -6 | -1 | 16 | 20 | 3 | -2
O=C(c1cc(COc2ccc(-n3cncn3)cc2)on1)N1CCCC1 | 6 | -4 | -1 | -4 | -4 | -13 | -8 | -4
O=C(NCCc1nc(-c2ccccc2)no1)c1ccccc1 | 0 | -10 | 8 | 4 | -5 | -1 | -10 | 0
COc1cc(SC)ccc1C(=O)N1CCN(Cc2ccc3c(c2)OCO3)CC1 | -2 | -2 | -1 | 6 | 7 | -1 | -7 | -4
O=C(NCCc1ccccc1)c1ccc(Cl)c(S(=O)(=O)N2CCCC2)c1 | 12 | 4 | -17 | -6 | -33 | -51 | -11 | -5
COc1ccc(NS(=O)(=O)c2cccc(C(=O)NCc3cccnc3)c2)cc1 | 24 | 0 | 9 | 13 | 6 | -12 | 4 | -6
CC(C#N)On1c(SC(C)C#N)nc2ccccc2c1=O (configuration not stated) | -2 | 6 | 5 | 3 | 5 | 20 | 5 | -9
O=c1c(Cc2ccc(Cl)cc2Cl)c(O)ccn1CC(F)(F)F | 6 | 1 | -18 | 1 | 0 | 0 | 4 | -3
CN(C(=O)COn1nnc2ccc(Cl)cc21)C1CCS(=O)(=O)C1 (configuration not stated) | 1 | -5 | -3 | -5 | 1 | 4 | -9 | -8
CCOc1ccccc1C1c2[nH]c3ccccc3c2C[C@H]2C(=O)N(C3CCN(Cc4ccccc4)CC3)CC(=O)N12 (some centres not stated) | 33 | -6 | -5 | -9 | 13 | -8 | -11 | -4
CC(=O)N/C(=C\c1ccc(F)cc1)C(=O)OC(C)C | -1 | -7 | 14 | 7 | -3 | 13 | -2 | -2
CC(C(=O)Nc1cccc(C#N)c1)N(C)CCOc1ccccc1 (configuration not stated) | 9 | -4 | 10 | 5 | 1 | 16 | -3 | -1
Cc1nn(-c2ccccc2)c(C)c1NC(=O)COC(=O)c1ccccc1OC(F)F | 1 | 3 | 7 | 6 | -20 | 2 | 2 | -5
COCCCNC(=O)/C(C#N)=C/c1c(N2CCN(C)CC2)nc2c(C)cccn2c1=O | 1 | -4 | 10 | -1 | 3 | -5 | 7 | -1
Cc1cc2oc(=O)cc(COC(=O)c3n[nH]c4ccccc34)c2cc1C | 13 | -8 | -12 | 1 | -15 | -15 | -5 | -7
C/C(=N\NC(=O)CN(c1ccc(C)cc1)S(C)(=O)=O)c1cccs1 | -1 | 5 | -6 | 4 | -4 | 8 | 1 | -14
Cc1cccc(C)c1NC(=O)CCCCCNS(=O)(=O)c1ccccc1 | -7 | -8 | 8 | 3 | -3 | 20 | 2 | -10
Cc1onc(-c2ccc(Cl)cc2Cl)c1C(=O)/C=C/N(C)C | 9 | 0 | -2 | 0 | 3 | 20 | -1 | 0
CCn1c(=O)c(C(=O)CN2CCN(S(=O)(=O)c3ccccc3)CC2)c(N)n(Cc2ccccc2)c1=O | -8 | 7 | 2 | -8 | 10 | 7 | 2 | 4
O=C(CNC(=O)c1ccccc1F)OCCOc1cccc(Cl)c1 | 7 | -9 | 4 | -5 | -8 | 13 | 1 | -3
CC(C)(C)OC(=O)NCc1ccc(CNC(=O)c2[nH]cnc2C(=O)N[C@@H](Cc2ccccc2)C(=O)OC(C)(C)C)cc1 | 12 | -6 | 19 | -38 | 28 | 2 | 1 | 0
C/C(=N\NC(=O)Cn1nc(C)c([N+](=O)[O-])c1C)c1ccc(O)cc1 | 2 | 16 | 15 | -6 | -8 | 23 | 8 | -10
CC1CCN(c2ccccc2NC(=S)NC(=O)c2ccco2)CC1 | 10 | 5 | 13 | 0 | 5 | -4 | -4 | 0
Cc1cc(C)nc(NS(=O)(=O)c2ccc(N/C=C\C(=O)c3ccc(Cl)cc3)cc2)n1 | -7 | -9 | -13 | -8 | -2 | -16 | -10 | -4
CCc1cccc(OCCCN2C(=O)NC(C)(C)C2=O)c1 | 11 | -1 | -28 | -16 | -4 | -13 | -1 | -6
Nc1nonc1-n1nnc(C(=O)N/N=C/c2ccccc2Cl)c1CSc1ccccc1 | 7 | -2 | -3 | 1 | 4 | 6 | -4 | 3
O=[N+]([O-])c1cccc(-c2nc3ccccc3s/c2=N/O)c1 | 21 | -8 | -1 | 3 | -13 | -31 | -15 | 0
O=C(CN1C(=O)c2ccccc2S1(=O)=O)c1ccc(F)cc1 | -10 | 9 | 6 | -2 | 76* | 32 | 9 | -5
CC(=O)NC1=NN(C(C)=O)C(C)(c2ccc(C)cc2)S1 (configuration not stated) | -4 | 1 | 1 | -1 | 0 | -4 | -6 | -9
CC(=O)CCC1C2C(O)C(C(C)C)C(OC(=O)/C=C/c3ccccc3)CC12C (configuration not stated) | 17 | 9 | -4 | 8 | 3 | 3 | 1 | -3
CSc1ccc(S(=O)(=O)NCC(=O)OCC(=O)NC2(C#N)CCCCC2)cc1[N+](=O)[O-] | 8 | 7 | 4 | 5 | -3 | 23 | 7 | 2
COc1ccc2nc(SCC(=O)NCC3CCCO3)c(C#N)cc2c1 (configuration not stated) | 0 | 0 | -30 | -4 | -3 | 2 | -4 | -1
S=C(NCCc1ccccc1)Nc1ccc(Br)cc1 | 10 | -9 | -21 | 7 | -32 | -20 | -5 | -3
Clc1ccc(-c2csc(-c3cccnc3)n2)s1 | 11 | -6 | -32 | -1 | -22 | -36 | -5 | 4
O=C(NNC(=O)C1CCN(S(=O)(=O)c2ccc(Cl)cc2)CC1)c1ccccc1 | 0 | -6 | 9 | 39 | -1 | 12 | -8 | 10
O=C(N(c1ccccc1)c1ccccc1)n1ccnc1 | 3 | 4 | -7 | -6 | 3 | -17 | -7 | -8
CC(Oc1ccc(Cl)cc1Cl)C(=O)Nc1ccncc1 (configuration not stated) | -2 | 0 | 51* | 7 | 4 | -9 | -6 | -3
O=C(CNC(=O)c1cccs1)OCC(=O)c1ccc2ccccc2c1 | 10 | -13 | -18 | -4 | -1 | -31 | -10 | 4
COc1cccc(-c2csc(N3CCN(C(=S)NCC(C)C)CC3)n2)c1 | 5 | -3 | -2 | -1 | 22 | -22 | -4 | -1

Screening results from PubChem.
